Assay outcomes from PubChem.
MazF activator – activators of E. coli MazEF toxin-antitoxin RNase | P0AE70 | FAM/BHQ RNA-DNA oligo cleavage fluorescence, 5 h | activation, % at 20 µM | 350,000 compounds, 0.32% hits | AID 504720; in the data active = activation above about 50%
DUSP3 inh – inhibitors of human VHR1 phosphatase (DUSP3); P51452; recombinant VHR phosphatase, pNPP absorbance; inhibition, % at 13.3 µM; 290,000 compounds, 0.52% hits; AID 1654; in the data active = inhibition above about 50%; also: some compounds called inactive have numbers as strong as hits
Target sequence (P51452 whole entry, looked up): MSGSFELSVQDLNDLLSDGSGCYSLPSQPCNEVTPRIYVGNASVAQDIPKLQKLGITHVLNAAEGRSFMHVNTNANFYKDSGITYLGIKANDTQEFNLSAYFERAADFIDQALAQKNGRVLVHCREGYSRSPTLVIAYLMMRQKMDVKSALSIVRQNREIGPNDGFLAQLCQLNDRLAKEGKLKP
Mtb FBA inh – inhibitors of M. tuberculosis fructose-bisphosphate aldolase; inhibition, % at 1 µM; AID 588726; purified M. tuberculosis FBA, fluorescence read-out; 360,000 compounds, 2.3% hits; in the data active = inhibition above about 27%;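 also: 0% = vehicle and 100% = reference inhibitor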
GDH-TPI inh – counter-screen for M. tuberculosis FBA inhibitors: GDH-TPI coupled enzymes. AID 588335. GDH-TPI coupled enzyme counterscreen, NADH absorbance. inhibition, % at 4.8 µM. 360,000 compounds, 1.2% hits;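 also: 0% = DMSO wells and 100% = wells lacking the enzyme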
BioA inh – inhibitors of Mycobacterium tuberculosis BioA enzyme; purified M. tuberculosis BioA enzyme, plate reader; inhibition, % at 9.99 µM; 360,000 compounds, 0.096% hits; AID 602481; in the data active = inhibition above about 40%; inconclusive = no clear call, values can overlap the other calls
UGM FP inh – blocks M. tuberculosis UGM enzyme. inhibition, % at 10 µM. purified UGM, fluorescence polarization probe displacement. 320,000 compounds, 0.06% hits. AID 504406; in the data active = inhibition above about 10%, passing the limit was not always enough; inconclusive = no clear call, values can overlap the other calls
Target sequence (P9WIQ1 whole entry, looked up): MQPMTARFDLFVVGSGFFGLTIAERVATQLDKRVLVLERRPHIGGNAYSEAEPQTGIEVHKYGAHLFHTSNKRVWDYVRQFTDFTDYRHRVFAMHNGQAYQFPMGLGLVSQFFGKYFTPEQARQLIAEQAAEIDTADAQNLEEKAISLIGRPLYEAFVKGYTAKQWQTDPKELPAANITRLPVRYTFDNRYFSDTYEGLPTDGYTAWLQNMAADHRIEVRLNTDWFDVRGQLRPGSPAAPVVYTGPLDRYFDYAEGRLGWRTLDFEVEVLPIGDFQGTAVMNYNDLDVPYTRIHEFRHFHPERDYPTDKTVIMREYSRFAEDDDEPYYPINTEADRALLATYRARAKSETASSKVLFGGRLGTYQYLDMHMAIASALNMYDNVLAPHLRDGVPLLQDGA
BoNT-F LC inh – BoNT F light chain protease inhibition | Multiplex microsphere protease cleavage assay, flow cytometry | inhibition, % at 10 µM | 360,000 compounds, 0.22% hits | AID 588497; in the data active = inhibition above about 35%, passing the limit was not always enough; inconclusive = no clear call, values can overlap the other calls; also: plate controls were buffer without enzyme for full effect and enzyme alone for no effect
CCHFV vOTU inh – CCHFV vOTU protease inhibition; Pep-AMC fluorescence; inhibition, % at 11.5 µM; AID 651958; 370,000 compounds, 0.55% hits; also: 0% = vehicle wells with enzyme and 100% = no enzyme wells
FadD28 binding – inhibitors of Mycobacterium tuberculosis FadD28 bisubstrate binding; FadD28 bisubstrate probe binding, fluorescence polarization; inhibition, % at 12.5 µM; AID 588549; 360,000 compounds, 0.22% hits; in the data active = inhibition above about 8.5%, passing the limit was not always enough; inconclusive = no clear call, values can overlap the other calls
Rv3671c inh – Rv3671c (M. tuberculosis) protease inhibition; inhibition, % at 5.96 µM; P9WHR9; 320,000 compounds, 0.048% hits; in the data active = inhibition above about 38%;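 also: extracellular domain of Rv3671c used as enzyme; 0% = enzyme with DMSO and 100% = no enzyme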
Target sequence (P9WHR9 whole entry, looked up, the tested form may be a part): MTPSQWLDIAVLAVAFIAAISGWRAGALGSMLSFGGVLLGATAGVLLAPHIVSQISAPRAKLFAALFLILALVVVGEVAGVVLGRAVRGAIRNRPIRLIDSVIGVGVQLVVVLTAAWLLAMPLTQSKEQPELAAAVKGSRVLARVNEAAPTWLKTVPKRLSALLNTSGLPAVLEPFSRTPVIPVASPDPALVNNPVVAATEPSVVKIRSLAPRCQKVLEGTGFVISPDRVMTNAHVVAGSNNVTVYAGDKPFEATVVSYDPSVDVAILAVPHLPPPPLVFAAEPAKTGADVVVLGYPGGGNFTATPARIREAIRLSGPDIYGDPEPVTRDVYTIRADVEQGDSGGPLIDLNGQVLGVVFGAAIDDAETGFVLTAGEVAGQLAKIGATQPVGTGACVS
Active calls of the source: *; ? = inconclusive; . = not tested or not shown; + = active, no number. Rule as the data show it, unless noted: active = inhibition above about 30%; inactive = the rest.

structure	MazF activator	DUSP3 inh	Mtb FBA inh	GDH-TPI inh	BioA inh	UGM FP inh	BoNT-F LC inh	CCHFV vOTU inh	FadD28 binding	Rv3671c inh
Clc1ccc(-n2nnnc2CN2CCOCC2)cc1Cl	5.7	7.8	0.8	-2.6	1.3	-1.7	-1.8	14.9	-4.0	-8.7
CCn1nnnc1SCC(=O)N1N=C(c2cccs2)CC1c1cccs1 (configuration not stated)	-0.8	.	0.1	5.8	1.5	.	?	29.5*	-3.0	.
CCn1c(=O)c(C(=O)Nc2ccccn2)c(O)c2ccccc21	-3.1	21.7	0.0	-0.3	.	0.2	-2.8	-6.3	-1.1	-4.9
O=C(OCC(=O)N1CCC(Cc2ccccc2)CC1)c1ccc[nH]c1=O	3.3	-12.2	0.5	11.5	-0.4	-2.2	4.9	0.7	-4.4	7.4
COc1ccc(NC(=O)Nc2c(C)n(-c3ccccc3)c(=O)n2C)cc1OC	3.7	-0.2	7.2	-7.2	-0.9	-2.7	4.9	0.3	0.5	5.6
CCC(C)C(NC(C)=O)C(=O)NC(=O)NC(c1ccccc1)c1ccccc1 (configuration not stated)	3.5	30.3	-0.3	1.9	-0.6	3.0	4.8	-5.2	-4.3	0.2
CN(Cc1ccccc1)C(=O)CCc1ccccc1	0.5	-10.0	7.3	-6.2	.	-0.9	1.7	-1.1	-1.9	-2.9
Cn1cnnc1SCC(=O)c1ccc2c(c1)NC(=O)CO2	2.7	.	-2.5	-0.3	1.5	-2.2	3.8	4.2	-3.2	-3.0
CCCCCOc1ccc(C(O)C(CN2CCOCC2)c2ccccc2)cc1 (configuration not stated)	11.0	20.5	-0.5	0.5	3.9	1.4	-9.8	-0.2	0.1	.
Nc1nc(N)c2[nH]c(-c3ccccc3)nc2n1	-2.8	7.9	+	10.8	5.4	1.5	-24.6	-146.3	-3.2	.

(more compounds)
structure	MazF activator	DUSP3 inh	Mtb FBA inh	GDH-TPI inh	BioA inh	UGM FP inh	BoNT-F LC inh	CCHFV vOTU inh	FadD28 binding	Rv3671c inh
Cc1ccc(CC(=O)O/N=C(\N)c2cccc([N+](=O)[O-])c2)cc1	4.2	7.8	-3.5	1.6	.	2.2	-1.5	7.3	0.0	-0.3
O=C(O)c1ccc(S(=O)(=O)NCC2CCCO2)cc1 (configuration not stated)	6.2	10.8	-1.9	-8.9	1.4	1.5	1.8	-3.6	-3.4	-12.2
CC(C)(C)OC(=O)NN1CC(=O)N2Cc3ccccc3C[C@@H]2C1=O	0.7	3.0	-0.9	3.6	1.0	-0.6	-8.0	-15.2	.	-0.9
COc1ccccc1N1CCc2c(C)nc3c(OC)cccc3c21	16.2	7.2	6.8	46.1*	15.8	1.5	-5.8	.	-1.1	-5.0
O=C(NCCCCNC(=O)C(F)(F)F)C(F)(F)F	-0.7	-8.5	1.0	-5.3	.	-0.5	-6.2	-7.0	-0.7	3.7
O=C(O)C1=CCCc2ccc(F)cc21	17.7	.	1.8	0.0	-0.5	.	3.3	-3.6	-1.8	.
CCCCN(C(=O)c1c(CC)noc1C)c1c(N)n(CC(C)C)c(=O)[nH]c1=O	0.8	.	-0.3	-11.8	0.0	-0.8	-5.8	-9.4	-4.0	-6.6
Cc1c(C(=O)Nc2ccccc2)cc(-c2ccccc2)n1CCCN1CCOCC1	-3.0	16.6	-1.6	-17.2	1.8	-1.2	?	-2.5	-4.1	4.7
CN(C1CCCCC1)S(=O)(=O)c1ccc(NC(=O)c2ccco2)cc1	-6.6	-11.2	-2.8	-7.2	-1.4	3.6	-14.9	2.6	-5.5	-14.1
CCCc1nnc(NC(=O)CN2C(=O)c3ccccc3C2=O)s1	10.6	20.2	2.8	-0.8	1.7	0.8	-7.4	0.8	-0.5	1.8

Looked up above.
For BioA inh, COc1ccccc1N1CCc2c(C)nc3c(OC)cccc3c21 shows 15.8
For GDH-TPI inh, O=C(O)C1=CCCc2ccc(F)cc21 shows 0.0

Two of the compounds above, field by field.
> CCn1c(=O)c(C(=O)Nc2ccccn2)c(O)c2ccccc21
  MazF activator: -3.1; DUSP3 inh: 21.7; Mtb FBA inh: 0.0; GDH-TPI inh: -0.3; BioA inh: .; UGM FP inh: 0.2; BoNT-F LC inh: -2.8; CCHFV vOTU inh: -6.3; FadD28 binding: -1.1; Rv3671c inh: -4.9

> Cc1c(C(=O)Nc2ccccc2)cc(-c2ccccc2)n1CCCN1CCOCC1
  MazF activator: -3.0; DUSP3 inh: 16.6; Mtb FBA inh: -1.6; GDH-TPI inh: -17.2; BioA inh: 1.8; UGM FP inh: -1.2; BoNT-F LC inh: ?; CCHFV vOTU inh: -2.5; FadD28 binding: -4.1; Rv3671c inh: 4.7

Other records follow:
structure	MazF activator	DUSP3 inh	Mtb FBA inh	GDH-TPI inh	BioA inh	UGM FP inh	BoNT-F LC inh	CCHFV vOTU inh	FadD28 binding	Rv3671c inh
COc1ccc(Nc2nc(NCC3CCCO3)nc(N)c2[N+](=O)[O-])cc1 (configuration not stated)	1.0	5.9	-2.4	29.8	.	0.3	?	-1.1	-0.8	-1.4
O=C(Nc1ccc2c(c1)CN(Cc1ccccc1O)CC2)C1CCCO1 (configuration not stated)	2.0	23.3	-0.6	-3.5	6.5	-0.2	-9.1	4.9	-3.2	8.3
CCN(CC)c1ncnc2c1ncn2[C@H]1CN(CCOC)C[C@@H](CO)O1	.	.	4.3	6.2	0.2	.	-3.4	-12.2	-2.1	.
Cc1ccc(S(=O)(=O)NC2CC2)cc1	8.5	-0.7	-3.7	-10.0	-0.7	-2.5	-2.1	-0.9	-4.0	0.6
COc1ccc2[nH]c(O)c(N=NC(=O)Cc3cccs3)c2c1	6.7	-4.7	2.0	19.4	.	0.1	-6.8	6.2	-1.6	11.1
CCN1CCN(C(c2nnnn2Cc2ccc3c(c2)OCO3)C(C)C)CC1 (configuration not stated)	3.3	0.0	0.1	0.9	-0.8	-0.3	1.6	-3.7	-0.3	-9.5
CCNC(=S)Nc1cc(Cl)ccc1Oc1ccccc1	7.2	-8.5	-3.0	-0.4	.	3.3	-2.8	0.2	-6.3	-4.7
O=c1cc(Cn2nnc(-c3ccc(Cl)cc3)n2)nc2sccn12	1.8	48.6	0.5	9.2	4.2	-1.8	17.6	-3.9	-3.2	0.4
CCn1c(COc2ccc(OC)cc2)nnc1SCC(=O)Nc1cc(OC)ccc1OC	-1.2	5.6	-4.8	4.1	3.9	2.7	-7.3	-6.1	-0.4	-0.7
Cc1ccc(NC(=O)COC(=O)Cn2cnc3ccccc32)c(C)c1	-0.3	.	4.5	0.9	-1.2	-0.6	-4.5	-15.5	0.1	3.3

Next compounds follow:
structure	MazF activator	DUSP3 inh	Mtb FBA inh	GDH-TPI inh	BioA inh	UGM FP inh	BoNT-F LC inh	CCHFV vOTU inh	FadD28 binding	Rv3671c inh
Cc1ccc2nc(NC(=O)C3CCCN(S(=O)(=O)c4cccc5nsnc45)C3)sc2c1 (configuration not stated)	-16.9	-0.7	-10.2	8.7	-1.8	1.6	5.6	11.4	-3.1	-37.8
O=C(COC(=O)Cc1c[nH]c2ccccc12)NCCc1ccccc1	-2.1	.	-0.2	1.7	.	5.8	-6.5	-6.3	-2.3	-9.1
CCc1ccc(OCCOCC(O)CNC(C)CC)cc1 (configuration not stated)	1.0	-2.7	-1.8	1.9	.	-1.1	-10.6	-18.1	-4.5	4.8
ON1C(c2ccccc2)CC2(O)c3nonc3CCC12 (configuration not stated)	0.3	11.3	2.5	6.4	0.3	-4.4	0.6	-2.7	-2.0	-1.1
Cn1c(/C(C#N)=C(\O)CN2CCN(Cc3ccccc3)CC2)nc2ccccc21	-2.8	35.6	1.9	16.1	-2.0	-1.1	-6.4	22.3	-1.6	-2.5
COc1cccc(OCCNc2ccc([N+](=O)[O-])cn2)c1	1.7	.	6.1	15.8	-0.9	-0.6	-6.0	4.8	-1.3	-2.4
O=c1c2ccccc2ncn1CCOc1ccccc1[N+](=O)[O-]	7.6	7.6	-4.5	0.3	-2.9	1.6	-0.1	0.0	-1.0	0.2
CC(=O)C1=C(O)C(=O)N(CCNCCO)C1c1ccccc1 (configuration not stated)	6.5	19.7	4.9	3.0	0.7	-2.2	-29.8	10.6	-1.4	-2.1
Cc1cccc(C)c1NC(=O)CSc1nc(COc2ccccc2)nc2ccccc12	2.9	4.1	-0.9	3.7	-2.8	0.9	3.5	-12.9	-2.4	1.2
C#CCOC(=O)CCC(=O)NCCc1ccccc1	-1.7	4.5	0.7	-8.3	-0.3	3.9	-3.7	-3.8	-3.3	1.3

Carrying on:
structure	MazF activator	DUSP3 inh	Mtb FBA inh	GDH-TPI inh	BioA inh	UGM FP inh	BoNT-F LC inh	CCHFV vOTU inh	FadD28 binding	Rv3671c inh
O=[N+]([O-])c1ccc(S(=O)(=O)Nc2nnc(C(F)(F)F)s2)cc1	6.7	-17.9	-1.1	15.4	-2.0	1.7	?	-7.8	0.5	-3.2
Clc1ccccc1CN1CCNCC1	8.2	27.2	1.3	7.9	-1.8	0.2	?	5.3	-1.3	1.9
CCn1c(NC(C)=O)c(-c2ccccc2Cl)c(=O)c2ccccc21	-7.4	9.6	-0.4	18.4	-5.6	-0.7	9.8	-8.4	1.6	0.6
O=C1CC(NS(=O)(=O)c2cccs2)CN1c1cccc(F)c1 (configuration not stated)	0.2	.	-2.2	-6.3	.	-1.6	-7.0	2.2	-2.2	-4.6
CC1CCN(C(=O)c2ccccc2NC(=O)Cc2ccccc2)CC1	0.5	-4.0	0.2	-1.0	-1.3	-3.1	0.0	-6.4	1.0	-2.7
CCc1ccc(NC(=S)NCc2ccccc2)cc1	-0.9	2.8	16.3	-0.3	.	0.9	-3.1	0.7	-3.9	-0.4
Fc1ccc(-c2csc(N3CCOCC3)n2)cc1	3.4	9.5	3.8	6.6	.	0.8	-6.8	7.2	-0.1	-1.4
Cc1ccc(S(=O)(=O)NC2CC(C)(C)NC(C)(C)C2)cc1	-0.6	26.2	-2.0	7.9	-0.8	-0.5	0.6	-4.7	-2.5	-6.7
Cc1cc(N/N=C/c2ccncc2)c([N+](=O)[O-])cc1[N+](=O)[O-]	5.9	15.5	0.9	4.2	-1.0	1.9	?	-14.8	1.6	4.7
CC(=O)c1csc(COc2ccc(Cl)cc2)n1	2.4	6.1	1.0	-0.4	.	-1.0	?	1.1	-0.7	-3.9

(cont.)
structure	MazF activator	DUSP3 inh	Mtb FBA inh	GDH-TPI inh	BioA inh	UGM FP inh	BoNT-F LC inh	CCHFV vOTU inh	FadD28 binding	Rv3671c inh
O=C(Cn1nnc(-c2ccc(CN3CCOCC3)cc2)n1)Nc1nc(-c2ccccc2)cs1	-1.2	6.4	-1.8	13.3	-1.3	-0.7	-0.8	4.3	0.6	-90.5
CCN(CC)c1ccc(C(=O)OCC(=O)Nc2cc(C)on2)cc1	11.2	.	-1.4	9.2	0.6	-0.1	-11.4	1.8	0.0	-0.1
Cc1cc2nc3n(c2cc1C)CC1CC(C(=O)NCc2ccco2)N(C)C31 (configuration not stated)	8.5	15.2	-1.9	3.1	0.0	-0.9	-1.5	0.1	-1.6	1.1
NC(=O)c1c(NC(=O)c2cccnc2)sc2c1CCCC2	0.5	7.6	1.8	12.0	.	2.9	3.0	2.4	-1.8	6.7
Cc1ccc(NC(=O)c2ccc3c(c2)N(CC(=O)N2CCCCC2)C(=O)C(C)(C)O3)cc1	5.8	17.5	-0.4	0.6	.	2.7	-2.1	-4.2	-1.3	4.0
